KLF5 inhibitor: inhibitors of KLF5 expression; DLD-1 KLF5 promoter-luciferase reporter, luminescence; inhibition, % at 5 µM; actives 0.23% (n = 290,000); AID 1700;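 active = inhibition above a per-plate limit of that plate's mean compound inhibition plus 3 SD, cut at about 60% in these data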;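 note: 0% = DMSO wells and 100% = LY294002 at 200 µM; higher means less KLF5 promoter-driven luciferase light; inactives centre near -14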
MrgX1 antag: human MrgX1 receptor antagonism, primary screen. Q96LB2. AID 588676. actives 1.3% (n = 310,000). B-score at 10 µM. MRGX1-HEK293 calcium flux, Fluo-4, BAM8-22 antagonism; hits give low values;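 active = calcium-response B-score plate-corrected more than 3 library SD below zero, starting fluorescence within 5 deviations, no agonist response on first addition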;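 note: peak minus trough fluorescence over baseline after final BAM8-22 challenge near maximal dose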
TRPC6 inh: inhibitors of mouse TRPC6 channel; Q61143; HEK293-TRPC6, membrane potential dye, ACh-evoked depolarization; hits give low values; B-score at 10 µM; actives 1.1% (n = 310,000); AID 2553;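 active = B-score under library mean minus 3 SD, initial fluorescence not abnormally high, positive integrated signal ratio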;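 note: B-score derived from integrated fluorescence ratio over the kinetic read; more negative B-score means stronger inhibition of depolarization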
Target sequence (Q61143 whole entry, looked up): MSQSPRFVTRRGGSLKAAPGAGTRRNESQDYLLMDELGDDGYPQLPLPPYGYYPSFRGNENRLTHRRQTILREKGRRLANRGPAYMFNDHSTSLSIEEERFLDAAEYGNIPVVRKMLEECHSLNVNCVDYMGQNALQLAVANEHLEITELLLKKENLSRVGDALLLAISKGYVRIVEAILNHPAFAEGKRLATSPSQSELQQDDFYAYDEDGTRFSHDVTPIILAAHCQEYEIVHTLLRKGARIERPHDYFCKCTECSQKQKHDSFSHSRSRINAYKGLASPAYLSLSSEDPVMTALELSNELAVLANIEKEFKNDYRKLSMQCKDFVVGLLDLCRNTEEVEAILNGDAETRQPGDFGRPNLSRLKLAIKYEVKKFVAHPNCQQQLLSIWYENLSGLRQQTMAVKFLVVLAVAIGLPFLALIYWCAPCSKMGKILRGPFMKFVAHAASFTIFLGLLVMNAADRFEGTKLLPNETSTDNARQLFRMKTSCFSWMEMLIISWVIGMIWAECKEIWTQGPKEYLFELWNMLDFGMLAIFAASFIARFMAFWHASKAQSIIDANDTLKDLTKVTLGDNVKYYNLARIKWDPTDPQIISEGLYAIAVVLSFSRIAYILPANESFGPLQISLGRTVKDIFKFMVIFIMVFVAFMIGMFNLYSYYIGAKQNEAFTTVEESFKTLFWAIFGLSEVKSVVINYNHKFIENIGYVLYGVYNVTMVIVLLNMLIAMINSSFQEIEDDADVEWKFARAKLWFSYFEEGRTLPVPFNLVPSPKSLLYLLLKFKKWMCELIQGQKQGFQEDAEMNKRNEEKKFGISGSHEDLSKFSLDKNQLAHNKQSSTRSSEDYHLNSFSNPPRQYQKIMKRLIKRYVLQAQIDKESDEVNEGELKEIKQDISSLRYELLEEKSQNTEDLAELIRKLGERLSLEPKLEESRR
HIF act: HIF pathway transcriptional activation. activation, % at 7.5 µM (by protocol). actives 0.32% (n = 300,000). AID 1910. U2OS HRE-luciferase reporter, luminescence; normalized: DMSO 0%, desferrioxamine 100%;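 active = mean activation of at least 10% of the iron chelator positive control signal, with at least half of replicates also reaching 10%; inconclusive = mean and replicate majority disagree about reaching 10%; inactive = mean and most replicates under 10%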
TRPC4 agonist: opens the mouse TRPC4 cation channel. B-score at 10 µM. actives 0.49% (n = 310,000). Q9QUQ5. HEK293 TRPC4beta/mu-opioid, Fluo4 calcium fluorescence; hits give high values. AID 2237;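 active = B-score above 5 SD of library B-scores, and initial fluorescence ratio not above library mean plus 5 SD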;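 note: positive B-score marks a calcium rise read as TRPC4 activation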
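Test system: HEK293 cells stably co-expressing mouse TRPC4beta and mu-opioid receptor | Schedule: Fluo4 dye loading 45 min at room temperature, 110 s recording | Measured by: Kinetic Fluo4 calcium fluorescence, 5 s baseline at 1 Hz | Evaluation: B score of integrated ratio | Controls: Buffer (low) and maximal DAMGO (high)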
SKKanGAS inh: inhibitors of SKKanGAS S. pyogenes growth in kanamycin (SK-promoter or general growth effect). BacTiter-Glo, 6 h. inhibition, % at 7.5 µM. actives 1.3% (n = 300,000);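 active = mean replicate score, as percent of positive control median, at least 50; inconclusive = mean below 50 but one replicate at or above 50; inactive = mean and every replicate below 50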;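 note: strain carries kanamycin resistance gene driven by streptokinase promoter and grows in 40 µg/ml kanamycin; loss of luminescence reflects streptokinase promoter inhibition or plain growth inhibition; 0% = median of DMSO wells and 100% = positive control at its reference dose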
TRPC6 act: activates the mouse TRPC6 cation channel. Q61143. actives 0.13% (n = 310,000). AID 2550. HEK293-TRPC6 membrane potential dye fluorescence; hits give high values. B-score at 10 µM;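 active = B-score of the integrated fluorescence ratio above library mean plus 3 SD, and starting fluorescence ratio within library mean plus 5 SD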;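 note: higher score means more depolarization so channel activation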
TRPC4 block: TRPC4 (mouse) channel inhibition | actives 0.39% (n = 300,000) | AID 2247 | HEK293 TRPC4beta/mu-opioid, DAMGO-evoked Fluo4 calcium flux; hits give low values | B-score at 10 µM;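 active = B-score over 3 SD under the library average, no early fluorescence shift, positive overall ratio signal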
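material = TRPC4beta/mu-opioid receptor HEK293 cell line | probe or stimulus = sequential submaximal and maximal DAMGO stimulation | compound dosing = one concentration per compound | measured by = Fluo4 Ca2+ flux fluorescence | evaluation = integrated fluorescence ratio relative to baseline, converted to per-well B score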
IEC-6 tox: kills IEC-6 intestinal cells in KLF5 counter-screen | IEC-6 cytotoxicity, luminescence viability | inhibition, % at 5 µM | actives 0.78% (n = 290,000); in the data active = inhibition above about 22%;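 note: 0% = plate median of test compound wells and 100% = cytotoxic reference compound wells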
TRPC4 PAM: allosteric potentiators of mouse TRPC4 channel. HEK293 TRPC4beta/mu-opioid, DAMGO EC20, Fluo-4 Ca2+ flux; hits give high values. AID 2227. actives 0.42% (n = 310,000). B-score at 10 µM;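 active = B-score of calcium response area above 5 SD of library B-scores, with initial fluorescence ratio within 5 SD of library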;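 note: B-score of integrated fluorescence ratio over time as area under calcium response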
aSyn UTR inh: 5' untranslated region of α-synuclein, MLPCN primary screen; AID 1813; actives 0.82% (n = 300,000); inhibition, % (tested at 7.5 µM); alpha-synuclein 5'UTR reporter, inhibitor activity; in the data active = inhibition above about 60%; inconclusive = no clear call, values can overlap the other calls;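 note: H4 neuroglioblastoma cells stably carrying SNCA 5'UTR luciferase fusion; 0% = DMSO wells and 100% = positive control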
* hit, by the source's call; i = inactive; u = inconclusive; x = not tested or not shown. This is a random part of the collection (roughly 5.8% active in at least one column).

SMILES,IEC-6 tox,TRPC4 PAM,TRPC6 inh,MrgX1 antag,HIF act,TRPC4 block,TRPC4 agonist,KLF5 inhibitor,aSyn UTR inh,TRPC6 act,SKKanGAS inh
COCc1ccc(CN2CCCC(CO)(Cc3cccc(OC)c3)C2)o1 (stereo not drawn),7,i,i,i,0.0,i,i,-27,15,i,0
Cc1ccc(C)c(-n2c(SCC(=O)N3CCCC3)nnc2-c2ccccn2)c1,2,i,i,i,-0.3,i,i,-30,16,i,4
O=c1c2cc3c(cc2[nH]c(=S)n1CCN1CCOCC1)OCO3,4,i,i,i,0.1,i,i,1,-9,i,-2
CCN(CC)C(=S)Nc1ccc(OC)cc1,-6,i,i,i,-0.9,i,i,3,4,i,1
CCN(CC)C(=O)Cn1c(=O)n(-c2ccccc2)c(=O)n1CC(=O)N(CC)CC,2,i,i,i,-0.1,i,i,-37,9,i,10
CC(C)(C)c1cc2ncnc(N3CCCCC3)c2s1,0,i,i,i,-1.5,i,i,5,15,i,8
COc1ccc(-c2c(N)nnc3c2[nH]c2ccccc23)cc1OC,-1,i,i,i,-0.3,i,i,-23,23,i,0
COc1ccccc1NC(=S)N=Nc1c(O)[nH]c2ccc(Br)cc12,-4,i,i,i,0.8,i,i,-9,8,i,93*
Nc1cccc(Cl)c1N1CCOCC1,2,i,i,i,0.2,i,i,-23,5,i,9
COc1cc(C(CC(=O)N2CCN(c3ccccc3)CC2)c2c(OC)cc(OC)c3ccc(=O)oc23)cc(OC)c1OC (stereo not drawn),x,i,i,i,-2.0,i,i,x,10,i,1
Cc1ccc(NC(=O)COC(=O)CNC(=O)c2ccc(Br)cc2)c(C)c1,-5,i,i,i,-0.3,i,i,-45,-1,i,-2
Cc1c(/C=N/NC(N)=O)c2ccccn2c1C(=O)c1ccncc1,6,i,i,i,u,i,i,2,0,i,1
CC(C)(C)C(=O)/C(=C\c1ccc([N+](=O)[O-])cc1)n1cncn1,23*,i,i,i,-3.4,i,i,45,-277,i,-7
CCOC(=O)N/N=C(\C)c1ccccc1OC(F)F,-2,i,i,i,0.6,i,i,-5,-11,i,-4
Cc1c(C(=O)N2CCCCC2C)sc2nc3n(c(=O)c12)CCC3 (stereo not drawn),-10,i,i,i,0.3,i,i,7,1,i,2
O=C(c1ccccc1)N(Cc1nc2ccccc2c(=O)[nH]1)C1CCCCC1,-5,i,i,i,-0.1,i,i,2,12,i,-4
COc1ccc(-c2cc(C(=O)Nc3c(C)n(C)n(-c4ccccc4)c3=O)c3ccccc3n2)c(OC)c1,-10,i,i,i,-0.9,i,i,-7,26,i,6
CSc1ccc(CCNC(=O)C2CCCN(S(=O)(=O)N3CCOCC3)C2)cc1 (stereo not drawn),-2,i,i,i,-0.3,i,i,-14,22,i,-2
O=C(c1ccc(Cl)c(Cl)c1)N1CCC(=O)N(C(COCc2cccc(Cl)c2)Cc2ccccc2)CC1 (stereo not drawn),-4,i,i,i,0.3,i,i,-17,11,i,33
Cc1ccccc1C(=O)NC1CCN(Cc2nnnn2Cc2ccc(F)cc2)CC1,-3,i,i,i,0.1,i,i,-8,0,i,-1
CC(NC(=O)C(=O)NN=C1CCCCCCC1)c1ccccc1 (stereo not drawn),-2,i,i,i,0.2,i,i,-20,4,i,1
CCOC(=O)c1c(C)[nH]c(C(=O)OCc2ccccc2F)c1C,0,i,i,i,11*,i,i,-140,-110,i,-2
Cc1nc(C(=O)O)cc2c1[nH]c1ccccc12,x,i,i,i,-0.1,i,i,x,1,i,4
COc1ccc(-c2csc(-c3[nH]cnc3N)n2)cc1,2,i,i,i,-0.9,i,i,-11,14,i,x
CCc1cc(C(=O)N2CCN(C(=O)c3ccco3)CC2)sc1C,x,i,i,i,-0.1,i,i,x,-3,i,6
COCCn1c(SCC(=O)Nc2ccc3[nH]c(=O)[nH]c3c2)nc2ccccc2c1=O,-5,i,i,i,-0.3,i,i,-11,-4,i,-6
O=C(COC(=O)c1ccccc1NCc1ccco1)Nc1ccc2c(c1)OCO2,-9,i,i,i,1.4,i,i,-22,-67,i,8
Cn1c(SCC#N)nnc1-c1cccnc1,-1,i,i,i,0.1,i,i,10,31,i,-13
CCN(CC(=O)Nc1ccc(OC)cc1)C(=O)c1ccc2c(c1)NC(=O)C(C)S2 (stereo not drawn),x,i,i,i,-0.7,i,i,x,12,i,-13
O=C(c1cc(COc2c(F)cccc2F)on1)N1CCC(c2ccccc2Cl)C1 (stereo not drawn),0,i,i,i,1.6,i,i,-28,-61,i,-14

Looked up above:
Result of `CC(NC(=O)C(=O)NN=C1CCCCCCC1)c1ccccc1` (stereo not drawn) under IEC-6 tox: -2
Result of `CCN(CC(=O)Nc1ccc(OC)cc1)C(=O)c1ccc2c(c1)NC(=O)C(C)S2` (stereo not drawn) under aSyn UTR inh: 12

Further structures
SMILES,IEC-6 tox,TRPC4 PAM,TRPC6 inh,MrgX1 antag,HIF act,TRPC4 block,TRPC4 agonist,KLF5 inhibitor,aSyn UTR inh,TRPC6 act,SKKanGAS inh
COc1ccc(/C=C/C(=O)O)cc1S(=O)(=O)NCc1ccccc1,-4,i,i,i,0.3,i,i,-7,24,i,3
C=CCn1c(NCc2ccccc2)nc2ccccc21,-4,i,i,i,0.5,i,i,11,-6,i,-3
O=C(NNC(=S)NC(=O)c1cccs1)c1cccnc1,1,i,i,i,1.1,i,i,1,-31,i,18
CC(=NC(C)C)C1=C(O)C(C)OC1=O (stereo not drawn),13,i,i,i,2.4,i,i,-14,-25,i,-10
Cc1c(C#N)c2ncn(Cc3ccccc3)c(=O)c2n1-c1ccccc1,2,i,i,i,-0.5,i,i,-4,16,i,-1
COc1cccc(NC(=O)N2CCCC2C(=O)NC2CCCCC2)c1 (stereo not drawn),3,i,i,i,0.1,i,i,-31,7,i,9
COc1ccc(CN2CCC(n3nccc3NC(=O)CCCc3ccccc3)CC2)cc1C,3,i,i,i,0.3,i,i,-29,23,i,1
C/C(CC(=O)Nc1ccc2ccccc2c1)=N\NC(=O)c1cnccn1,2,i,i,i,0.7,i,i,1,-34,i,4
CCSc1nnc(COc2ccccc2)n1CC,-6,i,i,i,-0.1,i,i,-14,-10,i,-8
CCOCCN1CCN(C(=O)CN2CCCC2=O)CC1,-3,i,i,i,0.0,i,i,-10,30,i,-5
Cc1cccc(NC(=O)CN2C(=O)N/C(=C/c3ccc(C)s3)C2=O)c1,1,i,i,i,0.6,i,i,0,-39,i,4
Cc1cc(C)c(OCCN(C)Cc2ccccc2)c(Br)c1,-1,i,i,i,-0.1,i,i,6,-5,i,6
O=C(O)Cc1sc(-c2cccnc2)nc1-c1ccc(Br)cc1,-1,i,i,i,0.6,i,i,-19,-23,i,0
[O-]/C(=C(\C(=S)Nc1ccc(Cl)cc1)[n+]1ccccc1)c1ccc(OC(F)F)cc1,2,i,i,i,3.6,i,i,-18,-79,i,10
CN(Cc1ccccc1)C(=O)c1cc2ccccc2o1,2,i,i,i,0.5,i,i,-46,-39,i,-3

Profiles, looked up by structure. Order of screens: IEC-6 tox | TRPC4 PAM | TRPC6 inh | MrgX1 antag | HIF act | TRPC4 block | TRPC4 agonist | KLF5 inhibitor | aSyn UTR inh | TRPC6 act | SKKanGAS inh
O=C(O)Cc1sc(-c2cccnc2)nc1-c1ccc(Br)cc1 as listed: -1 | i | i | i | 0.6 | i | i | -19 | -23 | i | 0
CC(=NC(C)C)C1=C(O)C(C)OC1=O (stereo not drawn) as listed: 13 | i | i | i | 2.4 | i | i | -14 | -25 | i | -10

(continued)
SMILES,IEC-6 tox,TRPC4 PAM,TRPC6 inh,MrgX1 antag,HIF act,TRPC4 block,TRPC4 agonist,KLF5 inhibitor,aSyn UTR inh,TRPC6 act,SKKanGAS inh
Cc1cccc(C)c1NC(=S)N(CCN1CCCCCC1)Cc1ccco1,4,i,i,i,-0.4,i,i,-46,12,i,7
COCCn1nnnc1C(c1cccc(OC)c1OC)N1CCN(C2CCCCC2)CC1 (stereo not drawn),-1,i,i,i,-0.3,-6*,i,-21,-21,i,-3
Cc1ccc(-c2nc3ccccc3nc2-c2ccccc2)cc1,-1,i,i,i,2.0,i,i,-15,17,i,13
O=C1CC(N2CCN(Cc3ccc4c(c3)OCO4)CC2)C(=O)N1c1cccc(Cl)c1 (stereo not drawn),-1,i,i,i,0.1,i,i,-29,19,i,11
C#Cc1ccc([C@H]2C=C(C(=O)NCc3ccccc3)O[C@@H](OCc3ccc(CO)cc3)C2)cc1,x,i,i,i,0.6,i,i,x,16,i,24
CCN(CC)C(=O)Cn1cnc2sc(C)c(S(=O)(=O)N3CCC(C)CC3)c2c1=O,-5,i,i,i,-4.1,i,i,-23,11,i,3
CCOc1ccc(-c2nnc(Nc3ccc(OC)c(C(=O)N4CCCCC4)c3)c3ccccc23)cc1,0,i,i,i,-0.1,i,i,-26,-18,i,20
O=C(N=NC(=O)c1ccco1)c1ccc2c(O)n(N3C(=O)c4ccccc4C3=O)c(O)c2c1,-7,i,i,i,-0.3,i,i,-9,24,i,-4
Cc1nn(C)c(C)c1/C=C1/SC(=S)NC1=O,6,i,i,i,0.1,i,i,-15,38,i,9
COc1cc2c(c(OC)c1OC)CCc1cnoc1-2,1,i,i,i,-0.1,i,i,-19,21,i,14
Cn1cccc1C(=O)N1CCN(S(=O)(=O)c2ccccc2)CC1,x,i,i,i,1.8,i,i,x,0,i,-1
O=C(Nc1ccnn1C1CCN(C2CCC2)CC1)c1ccccc1Cl,-5,i,i,i,-0.6,i,i,-5,-10,i,-7
